CCHFV vOTU inh – blocks the CCHF virus ovarian tumor domain protease; AID 651958; inhibition, % at 11.5 µM; CCHFV vOTU protease, Pep-AMC fluorescence; hit rate 0.55% among 370,000; in the data active means inhibition above about 30%; further: 0% = vehicle wells with enzyme and 100% = no enzyme wells
VHR inh abs – DUSP3 (human) phosphatase inhibition. AID 1654. hit rate 0.52% among 290,000. inhibition, % at 13.3 µM. P51452. recombinant VHR phosphatase, pNPP absorbance; in the data active means inhibition above about 50%; further: some compounds called inactive have numbers as strong as hits
BH1578 lux ind – inducers of Vibrio cholerae quorum light production without autoinducers; V. cholerae BH1578 lux reporter, luminescence, 6 h; activation, % at 18.7 µM; hit rate 0.16% among 350,000; AID 588436; in the data active means activation mostly above about 9.7%, no sharp cut-off; further: not every result past the cut was called active; inactives centre near 0; reference of the scale not given here
PrPC TRFRET – cell surface PrPC inhibition, primary TR-FRET screen; P04156; TR-FRET read-out; inhibition, % at 13.8 µM; hit rate 0.43% among 370,000; AID 720596; in the data active means inhibition above about 24%; further: 0% = median of the test wells and 100% = reference compound wells
TcdB inh – inhibitors of Clostridioides difficile toxin B glycohydrolase; TcdB glycohydrolase enzymatic assay, plate reader; inhibition, % at 9.99 µM; hit rate 0.24% among 350,000; AID 652162; in the data active means inhibition above about 10%
Target sequence (P18177 whole entry, looked up): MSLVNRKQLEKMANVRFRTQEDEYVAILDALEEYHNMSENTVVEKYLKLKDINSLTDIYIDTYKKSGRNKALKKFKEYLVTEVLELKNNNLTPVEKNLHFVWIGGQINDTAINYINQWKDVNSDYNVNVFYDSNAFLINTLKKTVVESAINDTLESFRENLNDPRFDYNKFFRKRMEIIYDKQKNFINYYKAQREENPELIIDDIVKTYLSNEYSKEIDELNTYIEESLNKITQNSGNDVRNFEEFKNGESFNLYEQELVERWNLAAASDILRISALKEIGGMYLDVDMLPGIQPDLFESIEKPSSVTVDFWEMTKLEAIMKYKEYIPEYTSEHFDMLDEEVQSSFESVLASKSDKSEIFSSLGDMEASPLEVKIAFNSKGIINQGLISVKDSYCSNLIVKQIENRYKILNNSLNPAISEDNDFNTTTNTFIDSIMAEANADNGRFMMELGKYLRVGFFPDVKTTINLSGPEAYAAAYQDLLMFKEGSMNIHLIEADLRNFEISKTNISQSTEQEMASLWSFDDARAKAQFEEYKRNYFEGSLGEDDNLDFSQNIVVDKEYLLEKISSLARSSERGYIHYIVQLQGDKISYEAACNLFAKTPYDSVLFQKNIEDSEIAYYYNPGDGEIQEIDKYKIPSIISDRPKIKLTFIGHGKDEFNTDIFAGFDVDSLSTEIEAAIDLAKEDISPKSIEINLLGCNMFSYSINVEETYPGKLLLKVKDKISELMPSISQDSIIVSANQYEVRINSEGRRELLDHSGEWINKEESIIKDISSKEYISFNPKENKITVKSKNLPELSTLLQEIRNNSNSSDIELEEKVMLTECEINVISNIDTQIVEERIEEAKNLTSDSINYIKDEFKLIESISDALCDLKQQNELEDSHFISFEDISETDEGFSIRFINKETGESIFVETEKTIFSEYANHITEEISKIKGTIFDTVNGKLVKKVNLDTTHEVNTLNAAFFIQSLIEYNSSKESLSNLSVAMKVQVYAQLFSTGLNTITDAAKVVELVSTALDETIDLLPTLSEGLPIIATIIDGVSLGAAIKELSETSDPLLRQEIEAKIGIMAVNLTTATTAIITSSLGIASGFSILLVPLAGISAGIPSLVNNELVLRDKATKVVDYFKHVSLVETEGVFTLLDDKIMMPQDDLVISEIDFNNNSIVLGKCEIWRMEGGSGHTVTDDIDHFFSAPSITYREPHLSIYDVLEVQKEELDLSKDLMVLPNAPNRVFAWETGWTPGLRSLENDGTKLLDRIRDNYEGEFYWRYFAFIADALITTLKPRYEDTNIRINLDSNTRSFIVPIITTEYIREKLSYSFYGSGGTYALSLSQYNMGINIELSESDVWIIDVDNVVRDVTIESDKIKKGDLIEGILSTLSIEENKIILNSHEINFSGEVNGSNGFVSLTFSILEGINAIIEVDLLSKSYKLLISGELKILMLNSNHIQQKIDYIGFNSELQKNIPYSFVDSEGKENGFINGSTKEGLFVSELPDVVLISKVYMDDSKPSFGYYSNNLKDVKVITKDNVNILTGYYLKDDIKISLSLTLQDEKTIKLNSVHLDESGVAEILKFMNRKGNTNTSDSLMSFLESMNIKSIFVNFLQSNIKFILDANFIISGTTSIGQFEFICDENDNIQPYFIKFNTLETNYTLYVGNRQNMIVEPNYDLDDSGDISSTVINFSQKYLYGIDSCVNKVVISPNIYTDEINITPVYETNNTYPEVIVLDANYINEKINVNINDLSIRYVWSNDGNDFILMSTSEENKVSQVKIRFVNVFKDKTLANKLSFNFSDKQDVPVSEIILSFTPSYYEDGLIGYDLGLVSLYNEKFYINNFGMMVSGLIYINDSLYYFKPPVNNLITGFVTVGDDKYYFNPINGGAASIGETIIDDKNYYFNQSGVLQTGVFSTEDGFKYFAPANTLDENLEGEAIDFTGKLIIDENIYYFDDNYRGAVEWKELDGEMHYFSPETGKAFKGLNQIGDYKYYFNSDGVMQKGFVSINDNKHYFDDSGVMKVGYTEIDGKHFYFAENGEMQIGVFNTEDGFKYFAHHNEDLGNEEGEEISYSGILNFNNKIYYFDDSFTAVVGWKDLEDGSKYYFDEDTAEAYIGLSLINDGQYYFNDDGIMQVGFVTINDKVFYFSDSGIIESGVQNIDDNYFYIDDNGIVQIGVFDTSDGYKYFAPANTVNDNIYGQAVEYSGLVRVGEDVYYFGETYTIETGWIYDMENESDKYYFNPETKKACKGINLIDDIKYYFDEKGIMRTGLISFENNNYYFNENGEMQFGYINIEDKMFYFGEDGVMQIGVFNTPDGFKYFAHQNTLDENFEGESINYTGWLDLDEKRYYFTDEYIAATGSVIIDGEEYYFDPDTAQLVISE
Rv3671c protease – inhibitors of M. tuberculosis serine protease Rv3671c; P9WHR9; inhibition, % at 5.96 µM; hit rate 0.048% among 320,000; AID 2606; in the data active means inhibition above about 38%;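 further: extracellular domain of Rv3671c used as enzyme; 0% = enzyme with DMSO and 100% = no enzyme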
3CLpro inhibitor – SARS-CoV 3CLpro protease inhibition; P0C6X7; inhibition, % at 6 µM; AID 1706; hit rate 0.14% among 290,000; recombinant SARS-CoV 3CLpro, quenched FRET peptide cleavage; in the data active means inhibition above about 12%
Y pestis TopoI – Y. pestis Topo-I inhibition via cleavage products; activity, % at 10 µM; Y. pestis Topo-I cleavage product accumulation, plate reader; AID 504884; hit rate 0.064% among 360,000; in the data active means activity above about 50%, passing the limit was not always enough; further: inactives centre near 2
PriA SSB inh – K. pneumoniae PriA-SSBct interaction inhibition; AlphaScreen SSBct-PriA binding, biotinylated peptide; inhibition, % at 33 µM; hit rate 0.6% among 430,000; in the data active means inhibition mostly above about 37%, no sharp cut-off; inactive means mostly below about 20%;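 further: plate controls were negative control peptide for no effect and reference peptide for full effect; strong numbers were not always called active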
MazF activator – activators of E. coli MazEF toxin-antitoxin RNase; P0AE70; FAM/BHQ RNA-DNA oligo cleavage fluorescence, 5 h; activation, % at 20 µM; hit rate 0.32% among 350,000; AID 504720; in the data active means activation above about 50%
The depositor's hits bear a star; i = inactive; · = not tested or not shown; & = joins results of further samples. This is a subset; the hit share may differ from the screen's.

SMILES | CCHFV vOTU inh | VHR inh abs | BH1578 lux ind | PrPC TRFRET | TcdB inh | Rv3671c protease | 3CLpro inhibitor | Y pestis TopoI | PriA SSB inh | MazF activator
CC(=O)c1ccc(Nc2nc(-c3sc(C)nc3C)cs2)cc1 | 11 | · | i | 1 | 8.3 | · | · | 0 | · | 0
Cc1c(Br)c(=O)oc2c(C)c(O)ccc12 | -65 | 2 | -0.3 | 18 | · | -10 | 1 | -2 | -5 | -2
CCn1c(SCC(=O)Nc2cccc(C(C)=O)c2)nnc1C(C)C | 7 | 18 | i | -2 | · | -26 | -1 | 1 | -6 | 1
O=C1CN(C(=O)COC(=O)CNS(=O)(=O)/C=C/c2ccccc2)c2ccccc2N1 | 6 | 10 | -0.3 | 7 | -0.3 | 10 | -1 | 7 | 8 | 5
CCCN(CC(=O)Nc1ccccc1C)C(=O)C1CCN(S(=O)(=O)c2ccc(C)c(C)c2)CC1 | 6 | · | -0.3 | -7 | 0.5 | · | · | 5 | · | 5
C[C@H](NC(=O)c1ccco1)C(=O)Nc1ccc2c(c1)OCO2 | -3 | 5 | -0.3 | 9 | 0.8 | -10 | -2 | 6 | -9 | 4
Nc1nonc1-n1nnc(C(=O)N/N=C/c2cc(Cl)ccc2O)c1CN1CCCCCC1 | 2 | · | -0.3 | 8 | 0.0 | 10 | · | 14 | · | ·
CCCN(CC(=O)Nc1ccccc1OC)C(=O)CN1C(=O)NC(C)(C)C1=O | -9 | · | i | -3 | 1.2 | · | · | 7 | · | 1
Cc1cc(C(=O)NCCc2ccc(Cl)cc2)no1 | 2 | 43 | 2.4 | 0 | 1.5 | 2 | -4 | 3 | -7 | -15
COc1ccccc1NC(=O)Cc1nnc(SCC(=O)Nc2nccs2)n1C | 4 | 26 | -0.5 | 2 | 1.8 | 2 | -1 | 4 | -3 | 4
CCOc1ccccc1CN1CCNC(=O)C1CC(=O)NCc1ccccn1 (stereo unspecified) | 1 | 2 | 0.4 | 4 | 3.6 | 0 | 1 | 6 | 1 | -25
Cc1cc(-c2nc(C)c(-c3nnc(SCC(=O)Nc4cc(Cl)cc(Cl)c4)n3C)s2)no1 | -13 | 22 | i | 2 | 0.0 | 1 | 5 | 12 | 0 | 22
c1cnc2c(Oc3ncnc4sccc34)cccc2c1 | 26 | 21 | -0.1 | 7 | -0.1 | 6 | 0 | 8 | -1 | 7
CC(=O)OC1(c2ccccc2)CCN(C)C2CCCCC21 (stereo unspecified) | -14 | 8 | 0.9 | 1 | · | -1 | -6 | 5 | 10 | 2
O=C(CCCCCn1c(=S)[nH]c2ccc(N3CCOCC3)cc2c1=O)NCc1ccc(Cl)cc1 | -7 | 7 | i | -4 | 0.5 | -1 | -2 | 10 | 3 | 0
COc1cccc(NC(=S)Nc2cc(C)cc(C)n2)c1 | -7 | -19 | i | 8 | 0.1 | -3 | -4 | 7 | -6 | 5
COc1ccc(-c2ccc(=O)n(Cc3cccc([N+](=O)[O-])c3)n2)cc1 | 10 | 22 | -0.2 | 5 | 0.1 | -4 | 3 | 35 | 5 | 4
O=C(CN1CCN(Cc2ccc(F)cc2Cl)CC1)NCc1ccccc1 | -4 | 28 | i | -9 | 0.1 | -2 | -2 | 48 | 2 | 1
COc1ccc([N+](=O)[O-])cc1NC(=O)c1ccc(N2C(=O)CCC2=O)cc1 | -5 | 7 | i | -11 | 2.7 | 0 | 0 | 1 | -1 | 2
CCOc1ccc(NC(=O)c2cc3ccccc3cc2O)cc1 | -10 | 19 | -0.5 | -1 | 0.6 | -8 | -1 | 7 | 8 | -2
COc1ccc(NC(=O)NCc2ccccc2F)cc1OC | 6 | 48 | i | -11 | -0.6 | 4 | 4 | 9 | 0 | 8
CCOC(=O)N1CCC(NCCNC(=O)c2cccs2)CC1 | -5 | -5 | i | -4 | · | -3 | -5 | -5 | -12 | 2
CCOC(=O)C1(CCCc2ccccc2)CCN(C(=O)c2ocnc2C)CC1 | 1 | 5 | -0.2 | 0 | 1.2 | -5 | -1 | 27 | -5 | 3
COCCN(Cc1ccccc1)C(=S)Nc1ccc(OC(F)F)cc1 | 0 | -1 | -0.3 | 9 | -0.1 | -9 | 4 | 0 | -42 | 3
N#Cc1ccc(C(=O)OCC(=O)N2CCCC2)cc1 | -15 | -8 | -0.3 | 9 | 0.0 | 7 | 2 | -1 | 0 | 4
Next compounds.
SMILES | CCHFV vOTU inh | VHR inh abs | BH1578 lux ind | PrPC TRFRET | TcdB inh | Rv3671c protease | 3CLpro inhibitor | Y pestis TopoI | PriA SSB inh | MazF activator
O=C(Nc1nnc(-c2ccco2)s1)c1ccccc1 | 6 | 4 | i | -4 | · | 1 | 3 | -8 | -6 | 5
NN1C(=O)NC(c2ccccc2)(c2ccccc2)C1=O | 3 | -5 | i | -5 | 0.2 | 5 | 1 | -2 | · | -4
COc1ccc(C2C3=C(CCCC3=O)Nc3nc(SCc4ccc(C(=O)O)cc4)nn32)cc1OC (stereo unspecified) | 2 | 5 | -0.3 | 7 | 0.2 | 0 | -5 | 6 | -8 | 10
Cc1sc(-c2ccncc2)nc1OC(=O)c1ccccc1 | 14 | -14 | i | -13 | · | 44* | 5 | 6 | -2 | 17
CCC(=O)Nc1cccc(NC(=S)NC(=O)c2cc3ccccc3o2)c1 | 11 | 0 | -0.2 | 0 | 1.2 | 3 | 5 | 23 | -12 | 8
CSc1ccc(C(=S)N2CCCC2)cc1 | -12 | 16 | i | 0 | 0.6 | 0 | -2 | 0 | 2 | -4
CCCn1c(O)c(CN2CCCC(C)C2)c(C)c(C#N)c1=O (stereo unspecified) | 14 | -13 | -0.6 | 9 | · | -11 | 3 | -3 | -13 | -264
CC(C)(CNC(=O)C1c2ccccc2-c2ccccc21)N1CCOCC1 | -4 | -8 | -0.4 | 2 | 0.8 | 4 | -4 | -4 | 2 | 8
COCCn1c(C)cc(C(=O)CN2C(=O)NC3(CCCCCC3)C2=O)c1C | -8 | · | i | 2 | 1.7 | -4 | · | 9 | -11 | 3
CCc1ccc2c(c1)C(C)=CC(C)(C)N2 | 3 | -13 | · | 3 | · | 6 | -1 | -1 | 31 | 8
COC(=O)c1cccc(CC2(C)C(=O)Nc3ccc(OC(F)(F)F)cc32)c1 (stereo unspecified) | 28 | · | i | 6 | 2.2 | · | · | 7 | · | ·
CCC1(CC)C(=O)C2=C3C1[C@H](C(=O)OC)CC(C(=O)OC)C[C@H]3[C@H]1C(=O)N(c3ccccc3)C(=O)[C@H]1[C@H]2C (stereo partly specified) | 15 | · | -0.8 | 6 | · | -3 | · | 13 | -10 | 5
C/C(=N\NC(=O)c1cc2ccccc2cc1O)c1cccs1 | 8 | -25 | i | 1 | 0.7 | -6 | -3 | -4 | · | 9
C/C(=N\NC(=O)c1ccccc1OCc1ccc(F)cc1)c1ccccn1 | 3 | · | -0.3 | 0 | 0.3 | -8 | · | 31 | · | 4
O=C1NC(=Nc2ccccc2)c2ccc([N+](=O)[O-])cc21 | 0 | -6 | -0.3 | -7 | · | -7 | -2 | -9 | 0 | -6
O=C(NCCN1CCN(c2ccccc2)CC1)C1(S(=O)(=O)c2ccc(Cl)cc2)CC1 | 2 | -27 | -0.3 | 2 | 0.3 | 7 | 2 | 25 | 9 | 8
C/C(=N\NC(=O)c1ccncc1)c1ccc(N(C)C)cc1 | 21 | 20 | -0.4 | 5 | -15 | 8 | 3 | -2 | · | 9
CCOc1ccc(NC2OC(C)C(O)C(O)C2O)c([N+](=O)[O-])c1 (stereo unspecified) | -3 | 9 | i | -25 | 1.7 | 0 | 3 | 0 | -3 | -3
CCOC(=O)c1c(NC(=O)CSc2nnc(-c3cccnc3)o2)sc2c1CCC2 | -8 | 9 | i | -4 | · | 9 | 1 | -9 | -12 | -2
Nc1c2c(nn1-c1ccccc1)CCC2 | 4 | 7 | i | -1 | 1.1 | 2 | 2 | 0 | 1&-3 | -27
CC(C)Nc1nnc(SCC(=O)N2CCN(C(=O)c3ccco3)CC2)s1 | 3 | · | i | 5 | 0.2 | -6 | · | 3 | 3 | 5
O=C(C1=C[C@H](c2coc3ccccc3c2=O)C[C@H](OCCCCO)O1)N1CCOCC1 | 7 | 3 | 9.1 | -4 | -0.1&-0.6 | 9 | -1 | 2 | -7 | 5
Cc1ccc2oc(C(=O)N3CCC(O)(c4ccccc4)CC3)c(C)c2c1 | 0 | -4 | i | 8 | -1.4 | 4 | 1 | 13 | 2 | 10
CC1CCCN(S(=O)(=O)c2cccc(C(=O)NCC3CCCO3)c2)C1 (stereo unspecified) | 11 | · | 1.2 | 3 | 0.9 | 7 | · | 0 | -2 | -1
COc1ccc(CNC(=O)c2cnc(C)cn2)cc1 | -2 | -17 | i | -1 | · | 5 | -5 | -1 | 4 | -1

As a working copy, part of the list above.
SMILES | CCHFV vOTU inh | VHR inh abs | BH1578 lux ind | PrPC TRFRET | TcdB inh | Rv3671c protease | 3CLpro inhibitor | Y pestis TopoI | PriA SSB inh | MazF activator
C/C(=N\NC(=O)c1ccncc1)c1ccc(N(C)C)cc1 | 21 | 20 | -0.4 | 5 | -15 | 8 | 3 | -2 | · | 9
CCOc1ccc(NC2OC(C)C(O)C(O)C2O)c([N+](=O)[O-])c1 (stereo unspecified) | -3 | 9 | i | -25 | 1.7 | 0 | 3 | 0 | -3 | -3
CCOC(=O)c1c(NC(=O)CSc2nnc(-c3cccnc3)o2)sc2c1CCC2 | -8 | 9 | i | -4 | · | 9 | 1 | -9 | -12 | -2
Nc1c2c(nn1-c1ccccc1)CCC2 | 4 | 7 | i | -1 | 1.1 | 2 | 2 | 0 | 1&-3 | -27
CC(C)Nc1nnc(SCC(=O)N2CCN(C(=O)c3ccco3)CC2)s1 | 3 | · | i | 5 | 0.2 | -6 | · | 3 | 3 | 5

(continued)
SMILES | CCHFV vOTU inh | VHR inh abs | BH1578 lux ind | PrPC TRFRET | TcdB inh | Rv3671c protease | 3CLpro inhibitor | Y pestis TopoI | PriA SSB inh | MazF activator
CCc1ccc(N2C(=O)NC(=O)C(CCc3ccncc3)(CCc3ccncc3)C2=O)cc1 | -2 | 18 | -0.3 | 0 | · | -16 | 2 | 0 | 1 | -2
Cn1c(=O)c(Sc2ccc(Cl)cc2)c(O)c2ccccc21 | 2 | 4 | 1.6 | 10 | · | -7 | 5 | -1 | -3 | -2
O=C(CN(c1ccc(F)cc1)S(=O)(=O)c1ccc2c(c1)OCCO2)NCc1cccnc1 | -4 | 13 | · | 0 | 0.2 | -1 | 3 | 2 | 52* | -1
COc1ccc(CCn2c(NN=C3CCCCC3)nc3c2c(=O)[nH]c(=O)n3C)cc1 | · | 4 | i | · | · | 9 | 5 | 0 | -3 | 7
COc1ccccc1NC(=O)Cn1cnc2sc(C(=O)Nc3cc(OC)c(OC)c(OC)c3)c(C)c2c1=O | 5 | -6 | -0.3 | 3 | -8.7 | 6 | 12 | 4 | 4 | 1
Cc1cccc(C)c1C(O)c1ncc(-c2ccccc2Cl)[nH]1 (stereo unspecified) | 5 | · | -0.8 | 5 | 2.3 | · | · | 2 | · | ·
C=CCn1c(CSc2ccccc2[N+](=O)[O-])n[nH]c1=S | 4 | 18 | i | -11 | 1.5 | -11 | 1 | -6 | -5 | 3
Cc1ccc2[nH]cc(C(=O)CCl)c2c1 | -2 | -9 | -0.3 | 2 | 0.1 | 7 | -3 | -4 | -11 | -15
Cc1ccc(N(CC2CO2)S(=O)(=O)c2ccc(C)cc2)cc1 (stereo unspecified) | 5 | 16 | 0.6 | 0 | 0.1 | 2 | 1 | 5 | -14 | 9
CCC(NC(=O)c1ccncc1)c1ccccc1 (stereo unspecified) | 6 | 4 | -0.2 | 3 | 1.4 | 3 | -1 | -7 | -7 | -3
Cc1ccc(-n2nnnc2SCC(=O)Nc2c(C)n(C)n(-c3ccccc3)c2=O)cc1 | 4 | 0 | i | 8 | · | 3 | -4 | -1 | -9 | 1
CCCn1nnc(NC(=S)NC(=O)c2ccccc2OC)n1 | 10 | · | i | -5 | 1.0 | -9 | · | -4 | 1 | 2
Cc1ccc2c(c1)C(=O)C(=O)N2Cc1ccccc1 | -3 | · | -0.8 | -8 | 0.9 | 5 | · | 3 | -11 | 4
O=C(C(Cl)Cl)N1c2ccccc2OCC1c1ccccc1 (stereo unspecified) | 4 | 7 | i | 20 | · | 0 | -4 | 1 | -19 | -5
CCCCCCC(=O)NNC(=O)c1c(O)c2ccccc2n(CCC)c1=O | -14 | 13 | i | -2 | 0.1 | 1 | 0 | -1 | 1 | 7

Assay outcomes (PubChem BioAssay)
